PPARg SRC-2 ag – agonists of SRC-2 recruitment by human PPARgamma. P37231. 200,000 compounds, 0.34% hits. PPARgamma LBD-SRC-2 recruitment, biochemical. activation, % at 8 µM; in the data active means activation above about 22%;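 further: 0% = vehicle and 100% = reference agonist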
Target sequence (P37231 whole entry, looked up, the tested form may be a part): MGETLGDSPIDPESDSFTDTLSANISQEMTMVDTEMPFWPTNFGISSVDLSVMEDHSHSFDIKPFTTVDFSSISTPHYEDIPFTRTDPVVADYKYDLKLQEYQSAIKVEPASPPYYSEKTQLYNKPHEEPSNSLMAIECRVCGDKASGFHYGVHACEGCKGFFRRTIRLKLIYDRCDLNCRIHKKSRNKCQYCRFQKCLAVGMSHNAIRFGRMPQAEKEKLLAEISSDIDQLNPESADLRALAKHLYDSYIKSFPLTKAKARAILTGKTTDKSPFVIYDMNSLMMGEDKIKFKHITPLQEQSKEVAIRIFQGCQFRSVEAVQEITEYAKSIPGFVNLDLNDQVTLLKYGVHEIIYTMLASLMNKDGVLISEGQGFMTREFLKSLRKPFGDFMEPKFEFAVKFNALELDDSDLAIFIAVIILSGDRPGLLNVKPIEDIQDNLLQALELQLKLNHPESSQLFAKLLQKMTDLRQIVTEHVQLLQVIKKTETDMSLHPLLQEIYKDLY
PPARg SRC3 recr – agonists of human PPARgamma SRC-3 coactivator recruitment | P37231 | biochemical PPARgamma/SRC-3 coactivator recruitment assay | activation, % at 8 µM | 200,000 compounds, 0.26% hits; in the data active means activation above about 23%;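 further: 0% = DMSO and 100% = reference agonist; some compounds past the cut are filed as inactive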
L major viab – reduces viability of Leishmania major promastigotes. resazurin fluorescence viability. inhibition, % at 10 µM. 200,000 compounds, 9% hits. AID 1063; in the data active means inhibition above about 50%;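 further: promastigotes grown with compound for 44 hours at 28 °C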
bIAP inhibitor – intestinal alkaline phosphatase (bovine) inhibition; 190,000 tested, under 10 active; inhibition, % at 20 µM; purified bovine IAP, CDP-star luminescence, 30 min;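 active means over 50% inhibition of intestinal alkaline phosphatase at 20 µM in the single-dose screen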
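Assay system: bovine IAP enzyme; medium: DEA buffer 100 mM, pH 9.8, with MgCl2 1.0 mM, ZnCl2 0.02 mM; doses: 20 µM single dose; incubation: enzyme reaction for 30 min at room temperature; detection: CDP-star luminescence signal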
DTT redox prof – compounds producing H2O2 with reducing agent – biochemical, NIH compound library profiling, artefact control for MLSCN library redox annotation, primary screen; DTT-dependent redox cycling H2O2, phenol red/HRP absorbance; 100% = 100 µM peroxide control, 0% = buffer; activation, % at 10 µM; 200,000 compounds, 0.03% hits; AID 878;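 active means activation of at least 50% relative to the plate's high and low controls in the primary single-dose screen; inactive means activation below 50%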;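 further: compound incubated with DTT at 0.8 mM final as the reducing agent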
S1P3 antagonist – blocks the human S1P3 receptor; Q99500; CHO S1P3 NFAT-BLA reporter, FRET fluorescence, antagonist mode; inhibition, % at 4.98 µM; 170,000 compounds, 0.27% hits;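 active means inhibition above the plate cutoff, the mean inhibition of test wells on that plate plus 3 SD, cut at about 28% in these data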;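 further: cells challenged with S1P at its EC80 of 0.8 µM; blue over green emission ratio from cleaved BLA substrate after 4 h stimulation; 0% = S1P-stimulated wells and 100% = unstimulated DMSO-only wells; some compounds past the cut are filed as inactive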
RAM inhibit – yeast RAM network inhibition; S. cerevisiae dse1pr::URA3 reporter, 5-FOA growth OD615, 2 d; analog-sensitive cbk1-as2 kinase mutant strain; inhibition, % at 50 µM; 190,000 compounds, 1.8% hits; AID 868;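 active means inhibition above a set limit, 3 SD over mean compound inhibition, cut at about 8.4% in these data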;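 further: 0% = DMSO-only wells with no growth and 100% = 10 µM 1-NA-PP1 full growth; inhibition rescues growth on 5-FOA so higher OD means more RAM inhibition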
HMGR II inh – E. faecalis class II HMG-CoA reductase inhibition. purified E. faecalis HMGR, NADPH absorbance 340 nm kinetic. inhibition, % at 10 µM. 190,000 compounds, 0.41% hits;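 active means inhibition above a set limit, the median over all tested compounds plus 3 SD, cut at about 9.5% in these data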;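 further: enzyme runs in reverse so mevalonate oxidation gives rising NADPH absorbance; 0% = complete reaction with DMSO and 100% = background rate lacking mevalonate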
SRC2 TRFRET art – flags TR-FRET format artefacts in PPARgamma SRC-2 recruitment agonist screen | AID 1049 | 200,000 compounds, 0.4% hits | TR-FRET ratio at 8 µM | TR-FRET artefact counter-screen; hits give high values; in the data active means TR-FRET ratio above about 2000; further: inactives centre near 1500; reference of the scale not given here
PPARg SRC1 recr – PPARgamma-driven SRC-1 recruitment agonism. P37231. PPARgamma-SRC-1 coactivator recruitment biochemical assay. activation, % at 8 µM. 200,000 compounds, 0.41% hits. AID 631; in the data active means activation above about 19%;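 further: 0% = DMSO and 100% = reference agonist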
ROMK primary – modulates human ROMK potassium channel activity; P48048; Tet-inducible ROMK, thallium flux fluorescence; actives lie on both sides; B-score at 10 µM; 130,000 compounds, 2% hits;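 active means signal ratio slope over the read window, or its plate-corrected B-score, at least 3 SD from the plate mean, either direction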;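 further: B-score of the F/F0 ratio slope over 7 to 12 s after thallium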
Target sequence (P48048 whole entry, looked up): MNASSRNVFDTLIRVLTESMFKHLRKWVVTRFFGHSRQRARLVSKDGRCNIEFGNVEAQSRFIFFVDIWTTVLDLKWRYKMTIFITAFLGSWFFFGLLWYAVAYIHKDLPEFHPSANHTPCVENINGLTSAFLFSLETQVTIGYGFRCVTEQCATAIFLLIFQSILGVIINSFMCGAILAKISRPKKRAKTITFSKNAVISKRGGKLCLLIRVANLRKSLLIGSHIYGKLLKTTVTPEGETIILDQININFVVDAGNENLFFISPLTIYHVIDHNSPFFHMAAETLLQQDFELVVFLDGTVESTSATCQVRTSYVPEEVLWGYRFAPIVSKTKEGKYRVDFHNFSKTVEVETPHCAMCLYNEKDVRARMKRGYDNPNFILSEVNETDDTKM
* marks the source's active call; other numbers are inactive results; nt = no result given.

(1) COC(=O)c1cc(Cl)c(N)cc1OC
(2) COc1ccc2[nH]c(=O)c(CN(CCO)S(=O)(=O)c3ccc(C)cc3)cc2c1
(3) CNC(=S)N(Cc1cc2cc(C)cc(C)c2[nH]c1=O)C1CCCC1
(4) O=C(Oc1c(-c2ccccc2)oc2ccccc2c1=O)c1ccccc1
(5) O=C(Nc1ccccc1Cl)c1ccccc1Cl
(6) COc1ccc2[nH]c3c(=O)n(Cc4ccc(C(=O)N5CCC(C(N)=O)CC5)cc4)c(=S)[nH]c3c2c1
(7) Cc1ccc2c(c1)c(=O)c(Br)c(C)n2Cc1ccccc1
(8) O=C(Nc1nccs1)c1ccc(Cl)s1
(9) CCOC(=O)Cc1csc(NC(=O)C(C)c2ccc([N+](=O)[O-])cc2)n1 (stereo not drawn)
(10) COc1cccc(NCc2cc3c(C(C)(C)C)nn(-c4ccccc4)c3[nH]c2=O)c1

assay / entry,1,2,3,4,5,6,7,8,9,10
PPARg SRC-2 ag,-3,1,7,1,1,2,2,14,1,6
PPARg SRC3 recr,-9,4,3,-3,-6,8,1,0,5,-2
L major viab,0,-5,60*,-11,-2,-21,18,6,10,8
bIAP inhibitor,-9,-7,-7,4,7,-9,3,-4,-1,-280
DTT redox prof,-2.6,0.7,0.4,-4.5,2.3,-1.8,-0.2,-2.6,-0.3,0.7
S1P3 antagonist,-3,-3,-8,nt,nt,-29,-4,30,-1,nt
RAM inhibit,0.3,0.9,0.1,4.3,0.5,6.5,-0.5,0.1,-0.6,1.5
HMGR II inh,-1,1,-5,-2,-3,3,-3,2,-2,-8
SRC2 TRFRET art,1380,1301,1449,1457,1584,1891,1642,1781,1497,1615
PPARg SRC1 recr,0,-8,4,0,-8,12,2,3,7,8
ROMK primary,nt,-0.17,-1.1,0.039,nt,0.66,-0.034,nt,0.016,-1.1

(11) COc1ccc(NC(=O)c2ccc(N(C)S(C)(=O)=O)cc2)cc1OC
(12) Cc1cnc(C(=O)OCC(=O)NC2CCCCCCC2)cn1
(13) O=c1c(F)cn(C2CCCO2)c(=O)n1Cc1c(Cl)cccc1Cl (stereo not drawn)
(14) CCOC(=O)c1c(NC(=O)CSc2nnnn2C)sc(C)c1-c1ccc(C)cc1
(15) CC(NC(=O)C(=O)NN=C1CCCCCC1)c1ccccc1 (stereo not drawn)
(16) O=C(CSc1nnc(-c2ccccc2)o1)N1CCc2ccccc2C1
(17) O=C(N/N=C/c1ccccn1)C12CC3CC(CC(C3)C1)C2
(18) CC1CCC2(CC1)NC(=O)N(Cc1cccc(C(F)(F)F)c1)C2=O (stereo not drawn)
(19) COc1ccc(N2CCN(C(=O)c3cc4c(-c5cccc(OC)c5)nn(C)c4s3)CC2)cc1
(20) CC(NC(=O)c1ccc(F)cc1)c1ccc(F)cc1 (stereo not drawn)

assay / entry,11,12,13,14,15,16,17,18,19,20
PPARg SRC-2 ag,1,3,1,0,-6,9,0,2,3,4
PPARg SRC3 recr,-12,2,0,3,-6,19,0,-2,-1,0
L major viab,-1,-5,-3,14,-6,-6,-5,100*,62*,56*
bIAP inhibitor,15,2,0,-3,2,11,10,5,6,8
DTT redox prof,1.1,-0.1,0.5,-1.9,2.5,-0.1,0.1,-0.1,-2.8,nt
S1P3 antagonist,-12,15,nt,23,nt,11,-7,6,30,-6
RAM inhibit,-0.7,-0.5,1.1,3.8,0.5,0.5,0.1,0.4,0.1,0.9
HMGR II inh,0,-3,2,-6,1,-1,-2,-2,-2,4
SRC2 TRFRET art,1709,1530,1589,1456,1327,1557,1535,1875,1504,1364
PPARg SRC1 recr,1,1,0,2,-7,-2,1,4,2,-10
ROMK primary,0.38,1.1,nt,nt,nt,-0.00028,0.57,0.27,nt,nt

Excerpt: compounds 18–19
(18) CC1CCC2(CC1)NC(=O)N(Cc1cccc(C(F)(F)F)c1)C2=O (stereo not drawn)
(19) COc1ccc(N2CCN(C(=O)c3cc4c(-c5cccc(OC)c5)nn(C)c4s3)CC2)cc1

assay / entry,18,19
PPARg SRC-2 ag,2,3
PPARg SRC3 recr,-2,-1
L major viab,100*,62*
bIAP inhibitor,5,6
DTT redox prof,-0.1,-2.8
S1P3 antagonist,6,30
RAM inhibit,0.4,0.1
HMGR II inh,-2,-2
SRC2 TRFRET art,1875,1504
PPARg SRC1 recr,4,2
ROMK primary,0.27,nt

Further results
(21) COc1ccc(CCNC(=O)CSc2nc3[nH]ncc3c(=O)[nH]2)cc1OC
(22) CCOC(=O)C1=C(CN2CCSCC2)NC(=O)NC1c1cccc([N+](=O)[O-])c1 (stereo not drawn)
(23) CCC(C)NS(=O)(=O)c1ccc(S(=O)(=O)N2CCCC3(CCCCC3)C2)cc1 (stereo not drawn)
(24) CCc1ccccc1NC(=O)CN1CCC(NC(=O)COC)CC1
(25) CC(C)Cc1nc(C(N)=O)c2[nH]c(=O)n(-c3ccc(F)cc3)c2n1
(26) COc1ccc(CCNC(=O)CSc2nc3ccccc3o2)cc1OC
(27) COCCn1c(SC(C)C(=O)Nc2ccc(Cl)cn2)nnc1-c1ccncc1 (stereo not drawn)
(28) CCCN(Cc1ccc(N(CC)CC)cc1)CC1CC1
(29) CCOC(=O)N1CCN(C(=O)CSCC(=O)Nc2nc(-c3cccs3)cs2)CC1
(30) O=C(O)CSc1nc(C(F)(F)F)cc(=O)n1-c1ccccc1

assay / entry,21,22,23,24,25,26,27,28,29,30
PPARg SRC-2 ag,-2,7,2,4,1,10,1,12,19,0
PPARg SRC3 recr,2,-1,2,5,8,3,-1,-8,7,7
L major viab,-7,6,28,-2,8,-3,-4,76*,79*,-7
bIAP inhibitor,-24,-16,0,-3,3,4,3,-7,6,-7
DTT redox prof,-0.1,-0.2,1.6,1.5,-0.7,0.0,0.2,0.0,0.9,-0.8
S1P3 antagonist,-16,-14,nt,13,-12,nt,-4,nt,-12,nt
RAM inhibit,0.5,1.1,1.4,1.8,1.1,0.9,1.7,0.8,0.0,0.7
HMGR II inh,-5,0,-7,-3,-6,-6,-7,-2,1,-4
SRC2 TRFRET art,1700,1485,1649,1657,1821,1587,1432,1721,1758,1467
PPARg SRC1 recr,9,4,2,-4,2,5,10,-4,-3,4
ROMK primary,1.6,-1.3,nt,nt,nt,-0.21,-0.089,nt,-1.9,nt

(31) Cc1cccc(NC(=O)CC2c3ccccc3Oc3ccccc32)c1
(32) C=CCc1cccc2cc(C(=O)O)c(=O)oc12
(33) NC(=O)NNC1=Nc2cccc3cccc1c23
(34) Cc1cc(Cl)ccc1OCC(=O)NCCCN1CCOCC1
(35) CC(=O)N1CCN(C(=O)c2ccc(Oc3ccccc3)cc2)CC1
(36) O=C(Nc1ccccc1F)c1ccc(Br)o1
(37) CCCCN1C(=O)NC(NS(=O)(=O)c2ccc(N)cc2)(C(F)(F)F)C1=O (stereo not drawn)
(38) CC1CCN(S(=O)(=O)c2cccc(C(=O)Oc3ccc([N+](=O)[O-])cc3)c2)CC1
(39) Cc1cc2ccccc2n1CCNC(=O)c1cccs1
(40) COc1ccc(/C=C/C(=O)N[C@H](C(=O)O)C(C)C)cc1

assay / entry,31,32,33,34,35,36,37,38,39,40
PPARg SRC-2 ag,-6,10,18,-7,-7,8,8,2,0,0
PPARg SRC3 recr,-2,-7,12,-20,2,-2,2,0,-9,2
L major viab,0,11,3,92*,-3,-5,-3,14,-5,-1
bIAP inhibitor,1,8,-12,-3,9,5,0,12,4,12
DTT redox prof,0.1,0.0,3.5,-1.0,-0.1,0.1,0.0,-0.7,0.2,-2.5
S1P3 antagonist,6,nt,-14,-34,-12,-2,nt,7,22,-11
RAM inhibit,3.4,-2.9,0.1,1.2,0.5,1.2,-0.8,5.2,2.3,0.5
HMGR II inh,0,-5,-1,-1,-1,2,-4,-8,-6,0
SRC2 TRFRET art,1635,1356,1948,1601,1562,1714,1665,1571,1552,1576
PPARg SRC1 recr,0,5,12,1,10,1,-1,4,-1,1
ROMK primary,0.57,-0.043,-0.23,-0.28,-0.34,-0.36,-0.28,-0.12,nt,0.015

(41) CC(=O)N=c1ncn(CC(COC(C)=O)OC(C)=O)c2nc[nH]c12 (stereo not drawn)
(42) CN(CCNC(=O)CCNC(=O)Cn1ccc2ccccc2c1=O)Cc1ccccc1
(43) O=C(Nc1cccc(F)c1)NC1CCCCC1
(44) Oc1ccc(-c2[nH]ncc2-c2ccc(Cl)cc2)c(O)c1
(45) CN(C(=O)COC(=O)c1ccc2c(=O)n3c(nc2c1)CCC3)C1CCS(=O)(=O)C1 (stereo not drawn)
(46) N#CCOc1nc(N2CCOCC2)nc(N2CCOCC2)n1
(47) COc1ccc(/C=N/NC(=O)c2ccc(N)cc2)cc1Cn1cc([N+](=O)[O-])cn1
(48) O=C(CSc1ccc(-c2ccco2)nn1)Nc1ccccc1
(49) CC(C)c1nc2n[nH]c(N)c2c2c1CCCC2
(50) CNC(=O)COc1ccc(Cl)c2cccnc12

assay / entry,41,42,43,44,45,46,47,48,49,50
PPARg SRC-2 ag,5,-3,21,2,-6,-6,5,4,-21,6
PPARg SRC3 recr,7,-6,12,-4,-2,-4,-1,7,0,3
L major viab,-4,1,10,23,-3,3,1,0,10,-5
bIAP inhibitor,10,6,-3,-8,4,4,-3,17,6,-7
DTT redox prof,-1.4,-0.3,2.0,2.4,0.3,2.7,-0.6,-0.1,1.4,-0.1
S1P3 antagonist,-4,-15,-2,32,-10,10,-3,-2,nt,-9
RAM inhibit,1.6,0.3,2.0,-0.1,2.6,0.4,3.4,0.1,3.2,2.6
HMGR II inh,2,-2,-5,4,-5,-1,-4,0,-1,3
SRC2 TRFRET art,1717,1494,1588,1423,1388,1468,1345,1643,1530,1443
PPARg SRC1 recr,6,1,0,-1,-1,2,2,8,11,4
ROMK primary,nt,0.82,-0.42,-0.25,0.0094,-0.023,nt,-1.1,nt,0.1

(51) NC(=O)CSc1nnc(-c2ccc3c(c2)OCO3)o1
(52) Cc1nc(N)nc(N)c1/C=C/C(C)(C)c1ccc(Cl)cc1
(53) CC(=O)N/N=C/c1cc([N+](=O)[O-])ccc1OCCOc1ccccc1
(54) Cc1cc(C)nc(NS(=O)(=O)c2ccc(NC(=O)c3ccc(S(=O)(=O)N4CC(C)OC(C)C4)cc3)cc2)n1 (stereo not drawn)
(55) CCOc1ccccc1C(=O)NCC(=O)OCc1c(C)noc1C
(56) CCOC(=O)c1cc2c(ccn2C)n1CC(=O)N(Cc1ccccc1)c1ccccc1

assay / entry,51,52,53,54,55,56
PPARg SRC-2 ag,1,-2,-3,-4,-5,-1
PPARg SRC3 recr,2,-3,-6,1,6,2
L major viab,-7,100*,-5,-2,28,98*
bIAP inhibitor,-15,6,11,-14,9,0
DTT redox prof,0.2,-0.5,-4.2,0.2,0.2,0.6
S1P3 antagonist,-9,-11,nt,0,-3,-4
RAM inhibit,0.6,4.3,0.5,-0.1,-0.5,5.4
HMGR II inh,2,1,1,-2,-1,0
SRC2 TRFRET art,1416,1422,1491,1525,1506,1580
PPARg SRC1 recr,6,-4,1,-12,8,9
ROMK primary,nt,-3.8*,-0.81,nt,0.17,-1.8

Assay outcomes as filed in PubChem.
